Source: PubChem BioAssay (Emory University Molecular Libraries Screening Center)
14-3-3 PPI: 14-3-3 gamma protein interaction modulation; P61981; FP, 14-3-3gamma / TMR-pS259-Raf peptide binding; inhibition, % at 40 µM; hit rate 0.19% among 160,000; in the data active = inhibition above about 30%;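 note: 0% = protein plus tracer without compound and 100% = blank with tracer alone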
Target sequence (P61981 whole entry, looked up): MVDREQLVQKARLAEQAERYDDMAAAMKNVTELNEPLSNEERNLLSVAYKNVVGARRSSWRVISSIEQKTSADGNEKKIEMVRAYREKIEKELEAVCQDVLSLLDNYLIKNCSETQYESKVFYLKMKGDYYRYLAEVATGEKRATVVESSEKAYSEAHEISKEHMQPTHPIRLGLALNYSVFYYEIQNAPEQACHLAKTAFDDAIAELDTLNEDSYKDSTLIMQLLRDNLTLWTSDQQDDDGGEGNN
The depositor's hits bear a star; & = joins results of further samples.

Start of the data: the first 18 records, to show the layout:
SMILES	14-3-3 PPI
CCOC(=O)c1cc(NC(=O)CSCCO)ccc1Cl	-6
COCCOC(=O)C1=C(C)NC(=O)NC1c1cccc(Br)c1 (stereo not drawn)	-2
COc1ccc(NC(=O)c2cc(S(=O)(=O)N3CCOCC3)ccc2F)cc1	-5
Fc1ccccc1C1Nc2ccccc2C2C=CCC21 (stereo not drawn)	-219
COCCCn1c(=N)c(C(=O)NC2CCCCC2)cc2c(=O)n3ccccc3nc21	-9
CCOc1ccc(Nc2cc(C(=O)NC3CCCCCC3)c3ccccc3n2)cc1	8
O=C(c1ccccc1[N+](=O)[O-])N(c1ccccc1)c1ccc2ccccc2c1	1
CCc1ccc(CNC(=O)c2cc3c(=O)[nH]c4ccccc4c3s2)cc1	-2
COc1ccc(CNC(=O)C2CCN(C(=O)c3ccccc3C)CC2)cc1	2
O=C(c1ccc2c(c1)OCO2)N1CCN(c2ccccc2)CC1	-7
Cc1cc2c(cc1C)NC(C(F)(F)F)=CC(c1cccs1)=N2	2
O=C(NCc1ccccc1Cl)C(Cc1ccccc1)NS(=O)(=O)c1ccc(Br)s1 (stereo not drawn)	-2
CCCOc1ccc(N2C(=O)CC(N3CCN(c4ccccc4OC)CC3)C2=O)cc1 (stereo not drawn)	4
Cc1ccc(NC(=O)c2c(-c3c(F)cccc3Cl)noc2C)cc1F	-5
O=c1c2sccc2n(Cc2cc(=O)n3ccccc3n2)c(=O)n1-c1ccccc1	0
O=S(=O)(NCCNC/C=C/c1ccc(Br)cc1)c1cccc2cnccc12	-1
COc1cc(-c2cc(C(=O)O)c3ccccc3n2)cc(OC)c1OC	-6
Cc1ccc2oc(=O)n(Cc3ccccc3OC(C)C)c2c1	1

All compounds of this part, previewed entries included:
SMILES	14-3-3 PPI
CCOC(=O)c1cc(NC(=O)CSCCO)ccc1Cl	-6
COCCOC(=O)C1=C(C)NC(=O)NC1c1cccc(Br)c1 (stereo not drawn)	-2
COc1ccc(NC(=O)c2cc(S(=O)(=O)N3CCOCC3)ccc2F)cc1	-5
Fc1ccccc1C1Nc2ccccc2C2C=CCC21 (stereo not drawn)	-219
COCCCn1c(=N)c(C(=O)NC2CCCCC2)cc2c(=O)n3ccccc3nc21	-9
CCOc1ccc(Nc2cc(C(=O)NC3CCCCCC3)c3ccccc3n2)cc1	8
O=C(c1ccccc1[N+](=O)[O-])N(c1ccccc1)c1ccc2ccccc2c1	1
CCc1ccc(CNC(=O)c2cc3c(=O)[nH]c4ccccc4c3s2)cc1	-2
COc1ccc(CNC(=O)C2CCN(C(=O)c3ccccc3C)CC2)cc1	2
O=C(c1ccc2c(c1)OCO2)N1CCN(c2ccccc2)CC1	-7
Cc1cc2c(cc1C)NC(C(F)(F)F)=CC(c1cccs1)=N2	2
O=C(NCc1ccccc1Cl)C(Cc1ccccc1)NS(=O)(=O)c1ccc(Br)s1 (stereo not drawn)	-2
CCCOc1ccc(N2C(=O)CC(N3CCN(c4ccccc4OC)CC3)C2=O)cc1 (stereo not drawn)	4
Cc1ccc(NC(=O)c2c(-c3c(F)cccc3Cl)noc2C)cc1F	-5
O=c1c2sccc2n(Cc2cc(=O)n3ccccc3n2)c(=O)n1-c1ccccc1	0
O=S(=O)(NCCNC/C=C/c1ccc(Br)cc1)c1cccc2cnccc12	-1
COc1cc(-c2cc(C(=O)O)c3ccccc3n2)cc(OC)c1OC	-6
Cc1ccc2oc(=O)n(Cc3ccccc3OC(C)C)c2c1	1
CC(C)CNS(=O)(=O)c1ccc(OCC(=O)Nc2ccc3c(c2)OCO3)c(Cl)c1	-7
O=C(O)c1ccc(N2CC3CC(C2)c2cccc(=O)n2C3)c(NC(=O)c2cc3ccccc3oc2=O)c1 (stereo not drawn)	-5
Cc1nc(NCc2ccccc2)c2c3c(sc2n1)CCCC3	-6
Cn1c(=O)c2c(nc(CN3CCN(Cc4ccccc4)CC3)n2Cc2ccc(Cl)cc2)n(C)c1=O	1
COc1ccc(NC(=O)CC2Sc3ncnn3C2=O)cc1 (stereo not drawn)	-7
COc1ccccc1NC(=O)c1cc(C(=O)O)ccc1C(=O)O	0
COc1cccc(C(NC(=O)c2ccccc2)c2ccc3cccnc3c2O)c1 (stereo not drawn)	3
CC(NC(=O)c1sc(=S)n(CCc2ccccc2)c1N)c1ccccc1 (stereo not drawn)	-15
COc1ccc(Cl)cc1NS(=O)(=O)c1ccc(S(=O)(=O)N2CCCC2)cc1	2
COc1cccc(C2CC(=O)C3=C(C2)Nc2ccccc2N(C(=O)c2ccccc2)C3c2ccc(F)cc2)c1 (stereo not drawn)	7
COc1ccc2cc3cc(C(=O)Nc4ccc(Br)cc4C)oc3nc2c1	3
COc1ccc(C(C(=O)Nc2ccc3c(c2)OCO3)N(C)C(=O)Cc2c[nH]c3ccccc23)cc1 (stereo not drawn)	-8
COc1cc(OC)c(NC(=O)c2sc3ncnc(N(C)c4ccccc4)c3c2C)cc1Cl	2
O=C(Nc1cccc(NC(=O)c2cccnc2)c1)c1cccnc1	-7&3
O=S(=O)(c1ccc(Br)cc1)N1CCc2ccccc2C1	-22
Cc1ccc(C(=O)Nc2ccc(NC(=O)c3cccs3)cc2)cc1	-6
O=C(CSc1nc(Nc2ccc3c(c2)OCO3)c2ccccc2n1)c1ccc(F)cc1	-5
COc1ccc(NC(=O)C2c3ccccc3C(=O)N3CCc4cc(OC)c(OC)cc4C23)c(OC)c1 (stereo not drawn)	-7
Cc1ccc(C2CC(C(F)(F)F)n3ncc(C(=O)NCc4ccccc4Cl)c3N2)cc1 (stereo not drawn)	2
O=c1c(Nc2ccccc2)nsnc1Nc1ccccc1	-70
CSc1nc2n(n1)C(c1cc(Br)ccc1F)C(C(=O)N(C)C)=C(C)N2 (stereo not drawn)	-4
O=C(NCCc1ccccc1)c1ccnc(/C=N/O)c1	-4
CC(C)(C)OC(=O)C1C(=O)CC(C)(O)C(C(=O)OC(C)(C)C)C1c1ccc(Cl)cc1 (stereo not drawn)	1
COc1ccccc1NC(=O)CSc1nnc2c3ccccc3n(C(C)C)c2n1	-12
Cc1cc(C)n(Cc2cccc(F)c2)c(=O)c1C#N	-1
CN1CCN(C2OC(=O)c3ccccc32)CC1 (stereo not drawn)	-13
O=C(CSC1=Nc2ccccc2C2=NC(CC(=O)NC3CCCCC3)C(=O)N12)NCc1ccco1 (stereo not drawn)	-11
Cc1ccc(C)c(NC(=O)c2cc(S(=O)(=O)NCCc3ccc(Cl)cc3)ccc2F)c1	-7
Cc1cccc(Oc2coc3cc(OCc4ccc(F)cc4)ccc3c2=O)c1	-20
CCCn1c(=O)c(C(=O)Nc2ccc(C)cc2Br)c(O)c2ccccc21	3
CCC(=O)N1c2ccc(S(=O)(=O)NCCN3CCC(C)CC3)cc2CC1C (stereo not drawn)	-9
NS(=O)(=O)c1ccc(Cl)c(C(=O)Nc2cccc([N+](=O)[O-])c2)c1	-5
O=C(NCc1cccs1)C1CCN(S(=O)(=O)N2CCCCC2)CC1	-7
Cc1ccc2c(c1)c(-c1ccccc1)c(-c1ccccc1)n2CC(O)CN1CCOCC1 (stereo not drawn)	-1
Cn1c(CCNC(=O)c2cccs2)nnc1SCC(=O)N1CCN(c2ccccc2)CC1	6
COc1cc(C(=O)OCCN2CCOCC2)cc(OC)c1OC	-9
COc1ccc(-c2nc3c(=O)n(C)c(=O)[nH]c3n2CCc2ccccc2)cc1	5
O=C(CN1CCCCCC1)Nc1c2c(nc3c1CCC3)CCCC2	1
CC1CCCCN1CCNC(=O)c1ccc2c(c1)NC(=O)CS2 (stereo not drawn)	-4
CCOc1cc(C2Nc3ccccc3-c3nnc(SC)nc3O2)cc(Cl)c1OCC (stereo not drawn)	-61
Cc1nn(C(=O)c2cccs2)c(C)c1Sc1ccc(Cl)cc1	-8
O=C(NCc1cccs1)c1ccc2c(c1)ncn2C1CCCC1	-10
(listing goes on)
SMILES	14-3-3 PPI
NC(=O)C12CC3CC(CC(C3)C1)C2	10
CC(C)(C)c1ccc(S(=O)(=O)N2CCN(C(c3ccccc3)c3ccccc3)CC2)cc1	-2
Cc1oc2ccc(NS(=O)(=O)c3cccc([N+](=O)[O-])c3)cc2c1C(=O)OC(C)C	-5
O=C(Cn1cnc2sc3c(c2c1=O)CCCC3)NCC(=O)Nc1ccc(Cl)cn1	3
CN(CC(=O)N1CCN(c2ccccn2)CC1)S(=O)(=O)c1ccccc1	-5
O=[N+]([O-])c1cccc(-c2nnc(SCc3ccccc3)n2Cc2ccccc2)c1	4
O=C(NC1CCN(Cc2ccccc2)CC1)c1ccc2nc3ccc(Cl)cc3c(=O)n2c1	-34
COc1cccc(OC)c1-c1nnc(-c2cn(C)c3ccccc23)o1	1
COc1ccc(OC)c2[nH]c(=O)c(CCNC(=O)c3ccc(S(=O)(=O)N4CCCCC4)cc3)cc12	-1&-9
CCN(CC)S(=O)(=O)c1cccc(C(=O)NC2CCCCC2)c1	-10
[O-][N+](=Cc1ccc(F)cc1)c1ccccc1	4
c1ccc(-n2nnnc2-n2nnc3ccccc32)cc1	-14
Cc1cc(N2CCOCC2)nc2ccc(NC(=O)CCC(=O)N3CCN(c4cccc(C(F)(F)F)c4)CC3)cc12	-6
CC(C)Cn1cc(C(=O)NCc2cccs2)c2c3ccccc3n(C)c2c1=O	-7&-10
Cc1ccc2c(c1)NC(=O)C(CC(=O)NCc1ccc(F)cc1)O2 (stereo not drawn)	5
Cn1cc(Cl)c(C(=O)NC2CCCCC2)n1	0
C=CCNC(=O)c1ccc2c(=O)[nH]c3c(C(=O)NCc4ccco4)sc(=S)n3c2c1	-94
COc1ccc(S(=O)(=O)N2CCc3ccccc32)cc1C(=O)OCc1c(C)noc1C	-2
CCCCCn1c(SCc2cccc([N+](=O)[O-])c2)nc2cc(C(=O)N3CCCC3)ccc2c1=O	-3
O=S(=O)(c1ccc(Cl)s1)N1CCN(Cc2ccc3c(c2)OCO3)CC1	-7
COc1cccc(OC2=C(Cl)C(=O)N(c3ccc(C)cc3)C2=O)c1	-7
O=C(CN1C(=O)c2ccccc2C1=O)Nc1ccc(-c2nc3ccccc3o2)cc1	-10
CN1CCN(C2CC(=O)N(c3ccc(F)cc3)C2=O)CC1 (stereo not drawn)	-10
CC(=O)Nc1ccc(S(=O)(=O)Nc2cccc(NC(C)=O)c2)cc1	-5
CC1=C(C(=O)OC(C)C)C(c2cccc3ccccc23)C2=C(CC(C)(C)CC2=O)N1 (stereo not drawn)	15
CCOC(=O)c1ccc(NS(=O)C23CC4CC(CC(C4)C2)C3)cc1 (stereo not drawn)	-6&-6
CCN(CC)S(=O)(=O)c1ccc(C(=O)Nc2nnc(-c3cccc(OC)c3)o2)cc1	1
CCc1ccccc1NC(=O)c1cc2c(n(-c3ccccc3)c1=O)CCCC2=O	-4
Cc1ccc(/C(O)=C2/C(=O)C(=O)N(CCN3CCOCC3)C2c2cccnc2)cc1 (stereo not drawn)	0
COc1ccc(OCC(O)Cn2c(=N)n(C)c3ccccc32)cc1 (stereo not drawn)	4
O=C(Nc1ccccc1F)c1cc2c(=O)n3ccccc3nc2s1	-12
COc1ccc(C)cc1NC(=O)CNS(=O)(=O)c1cccc2nonc12	-4
CN(C(=O)OCc1ccccc1)C(CC(N)=O)C(=O)O (stereo not drawn)	-7
O=S(=O)(c1ccc2oc3ccc(S(=O)(=O)N4CCOCC4)cc3c2c1)N1CCOCC1	0
N#C[C@@H]1[C@@H]2C(=O)N(c3ccc4c(c3)OCCO4)C(=O)[C@@H]2C2c3ccccc3C=CN21 (stereo partly drawn)	-28
O=C(CSC1=NC(=O)C(Cc2ccccc2)C(=O)N1)NC1CCCCC1 (stereo not drawn)	-3&-3
Cc1nnc(Sc2nc3c(c(=O)[nH]c(=O)n3C)n2Cc2ccccc2Cl)s1	1
CCCC1CCC(c2ccc(-c3nc(-c4ccncc4)no3)cc2)CC1 (stereo not drawn)	-4
CCOC(=O)C(C)Sc1nnc(Cc2cc(=O)[nH]c(=O)[nH]2)n1-c1ccc(OCC)cc1 (stereo not drawn)	0
COc1cc(OC)cc(-n2nc(C(=O)Nc3ccc(OC)c(Cl)c3)c3ccccc3c2=O)c1	-7
Cc1cc(I)ccc1NC(=O)c1ccc(C(=O)Nc2ccc(I)cc2C)nc1	-2
Cc1ccc(CNC(=O)C(Cc2ccccc2)NS(=O)(=O)c2ccc(F)cc2)cc1 (stereo not drawn)	-2
Cc1ccccc1Cn1c(=O)cc(C(=O)NCCC(C)C)c2ccccc21	-9
CC(=O)Nc1ccc(S(=O)(=O)Nc2cccc([N+](=O)[O-])c2C)cc1	-6
CCc1cccc2c(=O)c(C(=O)N3CCOCC3)c[nH]c12	5
CCOCCCNS(=O)(=O)c1ccc(Br)cc1	-3
CCCN1C(=O)c2ccc(C(=O)c3ccc(C(=O)O)cc3)cc2C1=O	-7
CCOc1ccc(N2C(=O)CC(Nc3ccc(N4CCCCC4)cc3)C2=O)cc1 (stereo not drawn)	-9
CCN1CCN(c2cc(Nc3ccc(F)cc3)c3c4c(onc24)-c2ccccc2C3=O)CC1	-320
CC1(C)Cc2nc3sc4c(=O)[nH]cnc4c3cc2CO1	2
CN=C1SC(c2ccccc2)SC(c2ccccc2)N1C (stereo not drawn)	0
CCCC1(CCC)NC(=O)NC1=O	-5
O=C(OCc1nc2ccccc2[nH]1)C12CC3CC(CC(C3)C1)C2	-14
O=C(CN1C(=O)CSc2ccccc21)NCCCN1CCC(Cc2ccccc2)CC1	-1
CC(Cc1ccccc1)N/C=C1/CC(=O)NC1=O (stereo not drawn)	3
CCCCOc1ccc(C(=O)Oc2ccc(C)nc2)cc1	-2
CS(=O)(=O)N(CC(=O)N1CCC(C(N)=O)CC1)c1ccc(Oc2ccccc2)cc1	1
Cc1nonc1NC(=O)CN1CCCCC1	-6
CC(=O)c1c(-c2ccccc2)c2cc([N+](=O)[O-])ccc2[nH]c1=O	-11
O=C(CCC(=O)OCC(=O)c1ccc([N+](=O)[O-])cc1)Nc1cccc(Cl)c1	-8
COc1ccc(-n2nc([N+](=O)[O-])c(=NCc3ccco3)n2O)cc1	-5

The list is partial; the hit share may differ from the screen's.
